# Tat transport: blocks Tat-dependent protein export in E. coli; E. coli MC4100 TorA-mCherry Tat export, fluorescence; inhibition, % at 10 µM; 340,000 compounds, 0.036% hits; AID 488895;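 active = mean replicate inhibition at least 50% and at least half of replicates individually reaching 50%; inconclusive = only one of the two criteria met; inactive = neither criterion met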;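 also: exported cargo escapes ClpAP degradation while cytoplasmic cargo is degraded and loses fluorescence; 0% = median of neutral control wells and 100% = median of NaSCN control wells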
# PKA-R1A activ: activators of PKA-R1A complex | activation, % at 11.4 µM | PKA-R1A dissociation, Cy5-IP20 fluorescence polarization; scaled: DMSO 0%, 113 µM cGMP 100% | AID 504707 | 340,000 compounds, 0.083% hits;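 active = percent activation above the mean of all tested compounds plus 3 SD, cut at about 19% in these data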;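 also: higher means more PKAc released from R1A so a rise in polarization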
# CDK5 p35 inh: inhibitors of human CDK5/p35 kinase; Q00535+Q15078; Recombinant CDK5/p35, ADP-Glo luminescence, 60 min; 330,000 compounds, 0.01% hits; AID 488839; inhibition, % at 10 µM;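 active = highest replicate inhibition of at least 50% and at least 75% of replicates reaching 50%; inconclusive = only one of the two criteria met; inactive = both criteria failed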;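 also: plate controls were DMSO neutral control for no effect and GW8510 at 10 µM for full effect; many of its hits are not listed in these tables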
# HTR5A inv ag: inverse agonist of human HTR5A in OPRM1-OPRD1 counter-screen; AID 504634; 340,000 compounds, 0.083% hits; inhibition, % at 9.3 µM; P47898; HTR5A cell line, luminescence, inverse agonism; in the data active = inhibition mostly above about 23%, no sharp cut-off; inactive = mostly below about 18%;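 also: 0% = cells with DMSO and 100% = no-cell wells with DMSO; some compounds called inactive have numbers as strong as hits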
# Target sequence (P47898 whole entry, looked up): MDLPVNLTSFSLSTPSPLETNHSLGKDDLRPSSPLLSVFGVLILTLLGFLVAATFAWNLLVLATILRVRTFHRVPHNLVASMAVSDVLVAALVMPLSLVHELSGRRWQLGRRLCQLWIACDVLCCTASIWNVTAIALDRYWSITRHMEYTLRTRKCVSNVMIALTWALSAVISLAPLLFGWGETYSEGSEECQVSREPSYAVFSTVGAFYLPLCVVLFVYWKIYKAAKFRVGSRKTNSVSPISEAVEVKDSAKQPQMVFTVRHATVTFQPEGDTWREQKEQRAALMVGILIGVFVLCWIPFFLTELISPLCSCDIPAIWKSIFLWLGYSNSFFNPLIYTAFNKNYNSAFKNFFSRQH
# SUMO Mot1 rescue: inhibitors of SUMOylation pathway: yeast Mot1-301 growth rescue; growth rescue, % at 18.8 µM; S. cerevisiae Mot1-301 growth rescue, ATP luminescence, 38.5C; percent above DMSO median, 100 means doubled; 320,000 compounds, 1% hits;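 active = every valid replicate shows activation above 250% relative to neutral control wells; inactive = the rest, any valid replicate at or below 250%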;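 also: OY570 slx delta 5 strain wells were the positive control but not used for scaling; some compounds called inactive have numbers as strong as hits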
# DAGLB inh: blocks human DAGLB lipase activity; inhibition, % at 5.17 µM; Q8NCG7; 340,000 compounds, 0.059% hits; AID 504411; HEK293T DAGLB membrane lysate, EnzChek fluorogenic substrate; in the data active = inhibition above about 34%;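 also: 0% = enzyme with vehicle and 100% = wells lacking enzyme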
# AddAB inh: less growth of phage-infected E. coli with AddAB; E. coli expressing H. pylori AddAB, absorbance growth; inhibition, % at 11.9 µM; 330,000 compounds, 0.29% hits; AID 435030; in the data active = inhibition above about 12%;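 also: 0% = vehicle wells of infected cells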
# HTR5A ag ctr: HTR5A agonism, opioid heterodimer counter-screen; HTR5A agonist assay, luminescence, cell-based; activation, % at 9.3 µM; 340,000 compounds, 0.61% hits; AID 504692; in the data active = activation mostly above about 9.5%, no sharp cut-off; inactive = mostly below about 7.6%;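 also: 0% = cells with vehicle only and 100% = reference agonist; strong numbers were not always called active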
# phage Ecoli inh: E. coli growth loss with phage present. AID 651602. inhibition, % at 11.9 µM. 360,000 compounds, 0.26% hits. growth absorbance; in the data active = inhibition above about 11%
# PKA-R2B act: PKA-R2B complex activation; PKA-R2B holoenzyme dissociation, Cy5-IP20 fluorescence polarization; R2B truncated from residue 108, S112A mutant; 0% DMSO only, 100% 113 µM cGMP; activation, % at 11.4 µM; 340,000 compounds, 0.079% hits;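 active = activation above a cutoff set at the mean over all compounds plus 3 SD, cut at about 18% in these data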;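 also: higher means more holoenzyme dissociation and a rise in polarization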
# Target sequence (P31323 whole entry, looked up, other chains not shown, the tested form may be a part): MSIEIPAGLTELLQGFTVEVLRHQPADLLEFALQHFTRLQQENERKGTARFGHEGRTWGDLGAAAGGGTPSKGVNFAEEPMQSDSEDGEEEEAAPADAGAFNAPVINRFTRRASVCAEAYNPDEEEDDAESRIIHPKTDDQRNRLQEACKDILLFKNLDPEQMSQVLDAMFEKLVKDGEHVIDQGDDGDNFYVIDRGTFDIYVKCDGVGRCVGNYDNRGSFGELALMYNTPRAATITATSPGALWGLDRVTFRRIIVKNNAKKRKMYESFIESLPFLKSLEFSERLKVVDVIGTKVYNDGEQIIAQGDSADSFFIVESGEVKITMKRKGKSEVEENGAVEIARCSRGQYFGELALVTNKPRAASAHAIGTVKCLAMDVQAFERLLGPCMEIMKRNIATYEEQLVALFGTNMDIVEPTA
# Ecoli viability: counter-screen for AddAB inhibitors: E. coli growth inhibition. inhibition, % at 11.9 µM. 330,000 compounds, 0.27% hits. E. coli V3065 growth, OD600 absorbance, 18 h;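 active = inhibition above the campaign's mean inhibition across all tested compounds plus 3 SD, cut at about 9.9% in these data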;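 also: uninfected addAB+ strain grown without phage in ampicillin broth; 0% = DMSO wells and 100% = ciprofloxacin 0.95 µg/ml wells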
# * marks the source's active call; other numbers are inactive results; ? = inconclusive; . = no result given.
SMILES,Tat transport,PKA-R1A activ,CDK5 p35 inh,HTR5A inv ag,SUMO Mot1 rescue,DAGLB inh,AddAB inh,HTR5A ag ctr,phage Ecoli inh,PKA-R2B act,Ecoli viability
Cc1ccc(S(=O)(=O)Nc2cccc(Cl)c2)cc1NC(=O)c1cccnc1,3.7,-9.7,0.7,-34.4,4.9,1.7,0.5,-1.0,2.0,-0.6,1.2
COc1ccc(OCCCCc2c(C)n[nH]c2C)cc1,-0.4,-7.1,0.1,-16.9,9.5,-1.5,-4.0,6.5,0.3,4.6,-3.1
COc1cc(OC)cc(C(=O)NNC(=O)C(CCC(N)=O)NS(=O)(=O)c2ccc(Cl)cc2)c1 (stereo unspecified),-3.9,-7.6,1.3,9.4,.,2.3,.,-2.6,4.5,-3.9,.
Cc1c(OCC(=O)N2CCN(c3ccccc3)CC2)ccc2c3c(c(=O)oc12)CCCC3,-0.9,11.2,0.5,11.7,5.6,-1.6,3.7,-0.5,0.8,-7.4,0.2
CC(CCc1ccco1)NC(=O)Cn1nc(Cc2ccncc2)c2ccccc2c1=O (stereo unspecified),-3.6,-0.2,-0.8,-1.4,-4.9,-1.1,1.3,2.0,4.5,-13.1,1.3
CC1CC1C(=O)OCC(=O)Nc1cc(S(=O)(=O)N2CCCCC2)ccc1Cl (stereo unspecified),-5.1,-1.4,-1.1,-10.2,17.9,-1.3,1.2,4.2,1.4,8.7,1.1
CC(C)N(c1ccccc1)c1ccc(NC(=O)COC(=O)CCN2C(=O)c3cccc([N+](=O)[O-])c3C2=O)cc1,?,-1.3,-0.6,28.8,.,3.0,1.6,2.3,1.5,-14.1,-1.9
O=[N+]([O-])c1cc(C(F)(F)F)cc([N+](=O)[O-])c1NCCNC(=S)Nc1cccc(F)c1,3.5,-10.9,1.6,-3.4,-3.9,7.1,4.3,-2.0,3.3,5.0,0.0
O=C(COC(=O)c1ccc2c(c1)OCO2)Nc1cccc(F)c1,-0.8,3.9,1.5,-9.4,-0.1,-5.1,2.1,3.8,2.2,0.5,0.9
Cc1nnc(NC(=O)C2CC(=O)N(Cc3ccccc3)C2)s1 (stereo unspecified),-0.2,-7.5,0.5,-7.5,-20.7,-1.4,3.5,-0.2,1.2,-0.9,2.5
COCc1cc(=O)n2[nH]cc(-c3ccsc3)c2n1,-9.6,12.7,1.0,12.1,-11.8,1.2,0.4,-3.2,-0.3,2.1,-2.3
O=S(=O)(Nc1cc(S(=O)(=O)N2CCOCC2)ccc1NCC1CCCO1)c1ccccc1F (stereo unspecified),-1.6,-9.5,0.0,19.1,-4.5,0.2,3.4,-7.8,0.3,-2.8,-0.9
COc1ccc(-c2c3c(=O)n(C)c(=O)n(C)c3cn2N2CCOCC2)cc1,-3.5,-4.2,-1.3,8.0,-12.0,0.3,4.1,-2.6,3.3,2.3,0.4
CN(C(=O)CSc1nnc(-c2ccc(C(C)(C)C)cc2)n1C)C1CCS(=O)(=O)C1 (stereo unspecified),-8.4,-1.2,-1.4,-12.9,-15.9,0.5,1.2,4.7,0.1,-4.7,-1.4
Cc1ccc(NC(=O)CSc2ccccc2)cc1S(=O)(=O)N1CCCCC1,0.2,3.2,0.5,0.8,-2.9,-6.9,2.3,2.2,0.1,-0.6,0.2
NC(=S)n1[nH]c(-c2ccc([N+](=O)[O-])cc2)c(N=Nc2ccccc2[N+](=O)[O-])c1=O,6.3,0.4,-1.8,-5.2,.,2.4,.,-1.3,2.1,-0.6,.
O=C(CN1C(=O)NC(Cc2c[nH]c3ccccc23)C1=O)Nc1ccccc1C(F)(F)F (stereo unspecified),1.6,-2.9,0.7,-10.5,.,2.1,0.3,3.0,1.0,9.1,0.3
CCOc1cc(N2CCOCC2)c(OCC)cc1NC(=O)[C@H](C)N1C(=O)C2CC=CCC2C1=O (stereo partly specified),-1.2,-2.7,-1.5,11.5,1.8,1.6,-1.1,-4.6,1.5,-6.5,0.0
CCOC(=O)c1cnc2c(Cl)cccc2c1NCCN1CCOCC1,-3.2,-1.5,-1.1,-12.1,-1.0,0.7,2.5,4.8,4.5,4.7,0.9
COc1ccc(C2N(c3cc(Cl)ccc3OC)C(=O)C3CCCN32)cc1 (stereo unspecified),2.0,-3.7,0.7,5.0,-21.6,-3.6,3.0,-1.9,2.6,1.1,1.4
Nc1ccc(CCc2ccccn2)cc1,-0.9,0.1,-0.3,1.7,.,0.8,.,-0.4,2.9,-8.2,.
COc1ccc(-c2n[nH]c(=S)n2-c2ccc(C)cc2C)cc1,-0.4,-4.3,2.0,-6.3,-9.1,3.0,0.2,1.7,5.8,-4.3,0.4
O=C1C2C(c3ccccc3)CC=CC2[C@H](c2ccoc2)N1Cc1ccccc1 (stereo partly specified),0.2,-0.1,0.5,-7.3,-0.7,-11.4,2.9,0.1,0.8,-8.0,-1.9
COc1ccc(NC(=O)CSc2nc(C)cs2)cc1,-2.3,-1.5,-1.7,-7.9,2.4,1.0,5.5,2.8,5.6,8.3,0.8
c1coc(CNc2ncnc3sc4c(c23)CCCCC4)c1,-10.7,-6.2,1.3,19.5,2.0,-4.0,-2.5,-2.5,3.1,-6.2,-0.9
CC(C)(C)NC(=O)NC(=O)COC(=O)c1ccc2c(c1)S(=O)(=O)N=C1CCCCCN12,-2.4,0.1,0.4,-12.5,-5.6,0.8,3.0,3.6,1.7,4.4,-0.7
COc1ccccc1C(=O)N=C1SC2CS(=O)(=O)CC2N1c1ccccc1 (stereo unspecified),-1.6,6.2,-0.9,-5.5,-2.5,-1.9,6.2,1.7,3.0,0.4,1.8
CCOc1ccc(N/C=C/C(=O)c2ccccc2)cc1,-3.0,-9.0,1.6,-6.7,9.0,0.0,.,-3.6,2.1,-15.7,.
COc1cc(CN(C)C(=O)C(=O)c2c[nH]c3ccccc23)ccc1O,1.5,-0.1,0.9,-8.9,.,2.0,.,2.3,1.5,0.2,.
Cc1ccc(CCNc2ccccc2)c[n+]1[O-],4.7,-19.1,-5.5,9.0,-9.6,3.2,4.6,2.8,1.9,-10.6,-0.7
CCc1nc(NCCCCCO)c2nnn(Cc3ccccc3F)c2n1,13.4,-4.1,1.3,-16.9,-31.9,-0.2,0.0,-3.0,4.0,-1.9,1.1
CC1(C)CC(=O)C2=C(C1)OC(N)=C([N+](=O)[O-])C2c1cccs1 (stereo unspecified),5.8,6.0,-2.0,15.4,-16.1,-1.5,-0.1,3.1,4.4,-4.3,-0.3
Cc1nc2cc(O)ccc2n1C,-0.2,-8.2,2.0,19.2,182.5,1.7,1.0,9.4,2.2,-5.1,-0.6
COc1ccccc1C(=O)N/C(=C/c1ccc2c(c1)OCO2)C(=O)Nc1cccc(C(=O)O)c1,0.9,-1.7,0.4,4.0,26.2,1.0,2.2,2.3,3.3,-6.2,-1.8
N#CCSc1nc2ccccc2c(=O)n1CCCC(=O)NCC1CCCO1 (stereo unspecified),2.7,-8.0,0.5,7.1,10.0,-5.1,2.3,-2.8,1.5,4.8,-0.9
CCOC(=O)Cn1nnnc1CN(Cc1cccs1)Cc1cc2cc(C)cc(C)c2[nH]c1=O,5.9,-3.2,-0.9,7.7,-14.0,1.2,4.7,-2.9,1.6,-0.5,-1.9
Cc1ccc(NC(=O)CSc2cccc3cccnc23)c(C)c1,-6.8,4.5,0.9,-8.6,22.8,2.9,-2.4,2.5,2.1,-3.2,-2.3
COC(=O)CCCC(=O)NC1CC(C)(C)Cc2c1cnn2-c1ccc(C)cc1 (stereo unspecified),0.2,5.0,-0.7,14.8,10.2,-0.4,0.0,-0.6,-0.6,-13.7,-0.8
CC(C)=C(NC(=O)c1ccccc1)C(N)=O,8.4,8.5,-1.0,-5.4,0.0,-1.0,-1.1,-1.6,1.9,8.8,-0.9
COc1ccccc1C1=NOC(C)(c2nnc(Cc3ccccc3)o2)C1 (stereo unspecified),-4.7,-3.2,-1.7,3.1,6.9,-0.9,2.9,5.2,3.4,-9.9,3.5
O=c1cc(O)sc2ccccc12,-0.3,-1.5,-1.1,0.9,69.1,2.3,2.6,-0.4,-0.9,2.2,1.7
COc1cccc(CNC(=O)CN2C(=O)COc3ccc(S(=O)(=O)N4CCCCCC4)cc32)c1,12.1,-6.0,1.1,0.8,-5.8,-1.2,-0.4,1.6,1.7,-7.9,1.1
O=c1nc(-c2ccccc2)cc(-c2ccccc2)[nH]1,16.3,-7.1,.,16.9,-17.5,2.9,-0.5,-2.8,2.4,-8.6,-4.2
Cc1nc(SCC(=O)NCc2ccco2)c2c3c(sc2n1)CCCC3,-6.9,10.6,-1.9,-10.0,.,-15.8,0.0,3.5,2.5,-2.9,-1.1
CCOc1cc(C(=O)NC(C)C2CCCO2)cc(OCC)c1OCC (stereo unspecified),0.5,4.3,0.8,18.4,8.5,1.5,1.7,-1.9,2.8,-2.1,-1.1
Cc1nn(-c2ccccc2)c(Cl)c1C(=O)OC(C)C(=O)Nc1ccc2c(c1)OCO2 (stereo unspecified),7.5,0.1,1.4,20.9,117.8,-5.1,-0.4,-4.0,0.8,-10.5,1.0
CC(OC(=O)c1ccc(S(=O)(=O)NCc2ccco2)cc1)C(=O)Nc1ncc(Cl)cc1Cl (stereo unspecified),-5.2,-4.4,-1.6,-58.8,0.8,-0.6,4.0,6.3,5.1,-2.6,0.0
Cc1nn(Cc2ccc(C(=O)n3cccn3)o2)c(C)c1Br,-1.7,-9.6,1.6,11.0,3.5,1.9,0.2,5.9,0.9,12.4,0.8
Cc1ccc(CCN2CC(C(=O)NC3CCCC3)CC2=O)cc1 (stereo unspecified),-3.5,-15.0,0.5,16.7,4.8,1.9,3.2,-2.8,1.3,-3.0,0.5
Cc1cc(C)n(Cc2ccc(C(=O)Nc3ccc(Br)cc3C)o2)n1,1.3,-2.8,0.2,20.2,2.8,-1.2,3.4,-1.8,2.1,-5.2,-0.1
CC1=C(C#N)C(c2ccc(O)cc2)C(C#N)=C(C)N1,-0.7,1.6,0.0,4.7,0.4,-2.6,0.3,-1.8,2.7,0.2,-0.9
CCOC(=O)CC1=NN(c2ccccc2)C(=O)C1,-8.2,-4.6,2.9,8.7,-4.9,13.1,0.7,-3.0,3.1,12.5,-2.8
O=C(Cc1ccc(F)cc1)Nc1nc(-c2ccc(F)c(F)c2)cs1,-0.8,-4.0,-1.0,1.0,1.6,-6.7,.,-0.3,3.9,1.4,.
O=C(O)c1ccccc1OCCN1CCCC1=O,-9.2,10.7,1.1,5.5,-12.2,-6.3,-1.6,-1.5,2.4,7.5,-0.5
COCc1c(C(=O)N/N=C(\C)c2ccc(Cl)s2)nnn1-c1nonc1N,-6.7,-0.9,1.9,-10.2,13.6,-1.1,2.1,3.8,-1.1,-4.3,2.1
